Source: PubChem BioAssay
MC4R antag cAMP: blocks human MC4R cAMP signaling; P32245; MC4R-expressing cells, MTII-stimulated cAMP, LANCE TR-FRET; inhibition, % at 6.5 µM; actives 0.48% (n = 360,000);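 active = inhibition above its plate's cutoff, the mean of tested wells on that plate plus 3 SD, cut at about 29% in these data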;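 also: 0% = Melanotan II alone and 100% = Melanotan II plus saturating MCL0020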
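Material: U2OS-MC4R stable cell line | Reagent: Melanotan II challenge after compound preincubation | Doses: One concentration, 6.5 µM nominal | Incubation: 30-min compound preincubation, 1-h Melanotan II challenge, 1-h detection, room temperature | Signal: TR-FRET cAMP assay | Replicates: One well per compound, no replicates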
NOD2 RIPK2 PPI: inhibitors of human NOD2-RIPK2 interaction. CHO BLA complementation NOD2-RIPK2, CCF4 ratio. inhibition, % at 4.98 µM. actives 0.38% (n = 360,000); in the data active = inhibition above about 21%;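 also: 0% = vehicle only and 100% = reference blocker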
ABCB6 inh MLPCN: blocks the human ABCB6 transporter; K562-ABCB6 porphyrin accumulation, flow cytometry, 1 h; stronger effect = lower value; Q9NP58; fluorescence ratio to DMSO, % at 10 µM; actives 0.19% (n = 360,000);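 active = fluorescence ratio to DMSO below 75%, the collection mean minus 3 SD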;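 also: signal is porphyrin accumulated inside mitochondria; 100% equals median channel fluorescence of DMSO control wells; lower ratio means ABCB6 inhibition with less porphyrin fluorescence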
HTR2A ag: agonists of mouse serotonin 5-HT2A receptor (HTR2A); CHO-K1 mHTR2A beta-arrestin complementation, luminescence; percent of 30 µM serotonin response; P35363; AID 624169; activation, % at 7.6 µM; actives 0.66% (n = 360,000);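 active = activation above a run cutoff, the mean activation of all tested compounds plus 3 SD, cut at about 14% in these data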;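 also: 0% = plate median of compound wells and 100% = 30 µM serotonin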
N-glyco inh: blocks N-linked glycosylation in D54 reporter cells; D54 ERlucT glycosylation luciferase reporter, 24 h; percent of 100 nM tunicamycin response; reporter increase, % at 12.5 µM; actives 0.23% (n = 360,000); AID 588692;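 active = mean luciferase reporter signal, scaled so untreated is 0 and the glycosylation-blocking control 100, at or above a set limit in every replicate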;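 also: luciferase carries N-glycosylation sites so blocking glycosylation raises the light; 0% = median of neutral control wells and 100% = median of 100 nM tunicamycin wells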
H9c2 protect: modulators protecting cardiomyocytes from myocardial damage | H9c2 cardiomyocytes, H2O2 injury protection, ATPLite, 2 h | protection from H2O2 cell death, % at 20 µM | actives 0.63% (n = 360,000);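 active = compounds giving at least 50% protection of heart cells from peroxide-induced death in the single-dose screen, raw or plate-pattern-corrected value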;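 also: 0% = DMSO wells with peroxide and 100% = DMSO wells without peroxide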
NCOA2 inhibitor: inhibits human steroid receptor coactivator 2; Q15596; HEK293 GAL4-SRC2 luciferase reporter, luminescence; inhibition, % at 9 µM; actives 0.17% (n = 370,000); AID 651957;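 active = inhibition above the mean inhibition of all tested compounds plus 3 SD, set per campaign, cut at about 52% in these data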;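 also: 0% = DMSO treated cells and 100% = cells given Gossypol at 36 µM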
MC4R ag barr: agonists of human melanocortin 4 receptor (MC4R) beta-arrestin. U2OS MC4R beta-arrestin complementation, luminescence; percent of melanotan II response, DMSO zero. activation, % at 8.9 µM. AID 540308. actives 0.98% (n = 360,000);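 active = activation above a per-plate cutoff, the mean activation of sample wells on that plate plus 3 SD, cut at about 8% in these data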
ABHD5-PLIN5 inh: inhibitors of human ABHD5-perilipin-5 interaction; Q00G26+Q8WTS1; Split G. princeps luciferase complementation, luminescence, 4 h; actives 0.78% (n = 360,000); inhibition, % at 4 µM;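 active = inhibition above the mean inhibition across every tested compound plus 3 SD, cut at about 22% in these data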;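 also: 0% = DMSO only wells and the 100% control is not disclosed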
Target sequence (Q00G26 whole entry, looked up): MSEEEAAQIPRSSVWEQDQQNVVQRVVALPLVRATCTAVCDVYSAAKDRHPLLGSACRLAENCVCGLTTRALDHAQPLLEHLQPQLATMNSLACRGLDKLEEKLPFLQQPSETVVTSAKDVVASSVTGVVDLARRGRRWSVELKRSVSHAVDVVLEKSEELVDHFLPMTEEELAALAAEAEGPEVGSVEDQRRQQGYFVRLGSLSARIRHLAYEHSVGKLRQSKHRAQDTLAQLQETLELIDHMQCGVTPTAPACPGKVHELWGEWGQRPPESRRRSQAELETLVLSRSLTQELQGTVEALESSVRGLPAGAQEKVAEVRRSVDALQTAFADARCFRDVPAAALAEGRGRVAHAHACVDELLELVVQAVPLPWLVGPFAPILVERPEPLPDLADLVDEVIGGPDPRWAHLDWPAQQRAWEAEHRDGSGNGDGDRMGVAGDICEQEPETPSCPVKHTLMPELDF
Target sequence (Q8WTS1 whole entry, looked up): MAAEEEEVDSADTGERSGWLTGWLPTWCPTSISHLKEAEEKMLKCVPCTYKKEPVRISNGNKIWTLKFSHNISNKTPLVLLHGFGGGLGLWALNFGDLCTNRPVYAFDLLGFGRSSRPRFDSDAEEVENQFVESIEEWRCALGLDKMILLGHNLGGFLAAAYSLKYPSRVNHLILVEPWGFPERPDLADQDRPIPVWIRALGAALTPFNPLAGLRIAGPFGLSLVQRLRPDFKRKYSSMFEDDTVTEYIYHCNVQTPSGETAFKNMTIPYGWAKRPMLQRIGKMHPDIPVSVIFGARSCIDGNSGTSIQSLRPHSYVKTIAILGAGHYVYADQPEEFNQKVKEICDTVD
TLR9-MyD88 inh: blocks human TLR9 binding to MyD88 | CHO BLA complementation TLR9-MyD88, CCF4 FRET ratio | AID 504734 | inhibition, % at 4.98 µM | Q9NR96+Q99836 | actives 0.21% (n = 340,000);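 active = inhibition above the mean over all tested compounds plus 3 SD, cut at about 21% in these data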;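 also: 0% = DMSO only wells and 100% = clavulanate BLA inhibitor control wells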
Active calls of the source: *; nt = not tested or not shown. Some of the compounds tested; rates above refer to the full screens.

Molecule	MC4R antag cAMP	NOD2 RIPK2 PPI	ABCB6 inh MLPCN	HTR2A ag	N-glyco inh	H9c2 protect	NCOA2 inhibitor	MC4R ag barr	ABHD5-PLIN5 inh	TLR9-MyD88 inh
CCOC(=O)CCn1cc(F)c(=O)n(Cc2ccccc2)c1=O	13	-12	102	3	1	8	6	-0.2	7	-11
O=C(N/N=C\c1ccc2c(c1)OCO2)c1ccco1	12	0	104	5	-6	-18	-62	3.0	-3	6
CC(=O)Nc1ccc(NC(=O)C2(C)Cc3c(-c4ccc(NC(C)=O)cc4)ccnc3O2)cc1 (stereo not given)	5	-3	77	3	-2	3	-9	-0.4	11	nt
O=C(O)c1ccc(N/N=C/c2ccnc3ccccc23)cc1	-26	-7	99	0	-8	1	-72	-1.4	-2	5
Cc1ccc(Nc2n[nH]c(C)c2[N+](=O)[O-])c(C)c1	-7	0	88	5	0	-6	-20	-3.9	-3	-3
CCC(=O)Nc1ccc(S(=O)(=O)N2CCN(c3ccc(F)cc3)CC2)cc1	4	5	86	-4	0	-1	29	0.7	3	-3
COc1cccc(CN2CCNC(=O)C2CC(=O)N2CCOc3ccccc3C2)c1OC (stereo not given)	2	3	100	1	0	4	9	-0.3	1	nt
CCc1ccc(NC(=O)C(=O)N/N=C(\C)CC(=O)Nc2ccccn2)cc1	-2	-5	95	0	-3	-5	-2	0.6	-11	1
O=C(CN1C(=O)COc2ccc(S(=O)(=O)N3CCCCCC3)cc21)NCc1ccc(F)cc1	8	3	99	-3	-2	0	-1	-1.0	-1	8
CCn1c(Cc2ccccc2)nnc1SCC(=O)Nc1nnc(-c2ccccc2)s1	14	6	100	-3	2	-7	5	-0.8	-7	0
Brc1ccc2ncnc(Nc3ccc(N4CCOCC4)cc3)c2c1	-2	-6	94	3	-12	8	43	0.6	-2	-4
CCNC(=O)C1CCCN(C(=O)c2c(-c3ccccc3)noc2C)CC1 (stereo not given)	9	-3	97	0	2	-2	-38	-0.3	5	nt
O=C(NC(=S)Nc1ccccc1)C1CCCCC1	3	-6	99	3	2	-6	-32	-1.9	0	2
COc1ccc(/C(N)=N/OC(=O)Cc2cccs2)cc1	7	-20	104	2	-1	-4	-54	1.1	-11	5
Cc1ccc(SC(C)C(=O)Nc2c(C)n(C)n(-c3ccccc3)c2=O)cc1 (stereo not given)	5	-1	101	1	1	-1	0	-1.3	4	3
CN(C)c1cccc(C(=O)Nc2cc(C(F)(F)F)ccc2-n2cnc3ccccc32)c1	7	7	99	4	-1	3	8	0.1	8	0
Cc1cc(/C=C2\C(=N)N3C(SCc4ccccc4)=NSC3=NC2=O)c(C)n1Cc1ccccc1	2	-3	100	5	2	-10	6	-1.9	3	-13
Cc1ccc(C2CC(c3ccc(Br)cc3)=NN2C(=O)CSC2=NN3CCCC(=O)N=C3S2)cc1 (stereo not given)	20	-3	98	-5	3	-4	-11	-0.5	-8	-6
CNc1nc(N)c(C(=O)C(C)(C)C)s1	14	-14	102	1	4	2	7	0.1	5	-8
Cc1cnc(NC(=O)COc2ccccc2Cl)s1	-13	5	96	6	-20	-19	34	0.7	5	-3
CCc1nc(SCc2cccnc2)c2c(=O)n(C)c(=O)n(C)c2n1	5	-3	96	3	-1	14	-11	-0.6	8	-6
O=c1[nH]n(-c2cccc(Cl)c2)c2ncccc12	2	5	97	0	3	-3	-16	1.2	1	5
Cc1nc2oc3ccccc3c(=O)c2cc1C(=O)O	2	-8	93	4	1	5	1	-0.8	-7	1
COc1ccc(CNC(=O)CC23CC4CC(CC(C4)C2)C3)cc1OC	7	-5	94	1	-1	-3	-9	-1.8	5	-4
COCCN(C(=O)COC(=O)CC(C)c1ccccc1)c1c(N)n(Cc2ccccc2)c(=O)[nH]c1=O (stereo not given)	7	-8	95	0	-1	0	22	-4.0	-10	1
COc1ccc(S(=O)(=O)N2CCC(C(=O)OCC(=O)c3ccccc3)CC2)cc1[N+](=O)[O-]	5	-5	85	3	0	2	-20	32*	-2	-2
O=C(NCc1ccncc1)c1cc(-c2ccc(Cl)cc2)oc1C(F)(F)F	-8	-5	89	-6	1	-10	3	1.4	1	9
OC(CN1CCCCC1)Cn1c2ccccc2c2ccccc21 (stereo not given)	15	1	102	-2	0	8	-30	-2.2	-2	-1
O=C(Nc1nnc(C(F)(F)F)s1)c1cccnc1	22	-10	97	-4	-5	-6	-47	-0.3	-9	-1
S=C(Nc1cccc(Cl)c1Cl)N1CCC2(CC1)OCCO2	-2	-3	93	-2	0	-1	3	-1.5	-3	0
CCN1CCN(C(=S)Nc2ccc(Cl)cc2Cl)CC1	3	-9	98	1	-1	6	3	1.5	-3	0
COC(=O)c1sccc1NC(=O)COc1ccc(F)cc1Cl	13	-4	93	0	1	-13	-20	10*	3	-10
Cc1ccc(NC(=O)CN2C(=O)N/C(=C/c3cccn3-c3ccc(C(=O)O)cc3)C2=O)cc1	-10	4	101	1	1	11	13	-0.4	20	-10
CN1CCN(S(=O)(=O)c2cccc(C(=O)Nc3sc4c(c3C(N)=O)CCCC4)c2)CC1	6	4	90	-2	-1	-6	-2	1.2	5	7
CCOC(=O)c1c(NC(=O)CSc2ncn[nH]2)sc(C)c1C	4	9	96	8	2	-3	-9	0.7	-2	3
CCn1c(SC(C)C(=O)Nc2ccc3c(c2)OCCO3)nnc1C1CC1 (stereo not given)	0	-14	102	1	0	-3	1	-2.7	-5	-8
CCOc1cccc(N2C(=O)CC(N(CCc3ccc(OC)c(OC)c3)C(=O)CC)C2=O)c1 (stereo not given)	13	-8	100	-3	-1	6	-6	-1.5	0	-12
C=CCNC(=O)COc1coc(CN2CCN(Cc3ccccc3)CC2)cc1=O	3	4	109	-1	2	3	-5	-0.5	3	4
O=C(c1cc2cc(F)ccc2[nH]1)N1CCc2ccccc2C1	2	13	95	-14	0	-8	-23	-2.5	-2	8
COC(=O)Cn1ncc2c(C)n(Cc3ccccc3)c(C)c2c1=O	-4	-4	100	6	1	-11	-45	1.3	6	2
O=C(c1cc2cc(Cl)ccc2oc1=O)N1CCCCCCC1	-2	-4	98	2	2	-1	-4	-0.1	-1	-1
COc1ccc(NC(=O)Nc2ccc3c(c2)OCO3)c(C)c1	-1	-7	105	8	1	-3	-15	0.6	5	-10
CCOC(=O)c1cc(CC)sc1NC(=O)c1ccc(N2C(=O)CCC2=O)cc1	-6	-4	98	4	0	1	3	4.6	3	-9
CC(C)[C@H](N)c1cn([C@@H](CC(N)=O)C(=O)N2CCNCC2)nn1	-3	-14	92	1	5	0	-17	0.4	9	5
CCOc1ccc(C(CC(=O)O)NC(=O)C23CC4CC(CC(C4)C2)C3)cc1OC (stereo not given)	-2	3	93	2	1	1	-15	-2.2	0	5
Cc1cccc(-c2ccc3[nH]c4c(c3c2)CCN2C[C@@H]([C@H](C)O)[C@@H](N(C)C(=O)Nc3ccc(F)cc3)C[C@@H]42)c1	14	-5	97	-3	4	10	-1	0.3	2	-4
O=C(c1ccco1)N1CCN(Cc2ccccc2F)CC1	4	-3	96	20*	-1	8	5	-0.4	5	-8
O=C(O)CCC(=O)Nc1nnc(C(F)(F)F)s1	4	-10	99	-2	-1	-4	-15	-0.2	-3	-11
Cc1ccc(CNC(=O)CS(=O)Cc2nc(-c3ccccc3F)oc2C)cc1 (stereo not given)	1	2	99	-1	-3	2	-14	-1.9	-1	-7
COc1ccc(NC(=O)OC(CN2CCCCC2)C(F)(F)F)cc1 (stereo not given)	-1	14	99	-4	-1	-5	-10	0.5	-2	9
Cc1ccccc1OCC(=O)OCC(=O)NCC1CCCO1 (stereo not given)	1	4	95	-5	2	-2	-36	-4.1	0	2
COCCn1ccc2c(OCC(=O)Nc3cc(OC)ccc3OC)cccc2c1=O	16	6	97	4	-1	36	8	3.1	-2	-4
Cc1cccc(NC(=O)c2cc(-c3ccc(C)s3)nc3ccccc23)n1	9	7	91	5	-2	38	13	2.5	-3	3
Cc1cc(Br)ccc1SCC(=O)OCC(O)=C(C#N)c1nc2ccccc2[nH]1	7	-7	99	-1	6	-6	-22	6.3	7	-2
Cc1cc(C)n(CC(O)COc2ccc3ccccc3c2)n1 (stereo not given)	6	1	95	-6	3	-5	-39	1.7	2	1
CC(NC(=O)c1ccc(OC2CCN(Cc3ccccn3)CC2)cc1)c1nccs1 (stereo not given)	29*	-1	95	6	-3	-1	20	-0.3	-3	-11
CC(C)N1CCc2c(sc(NC(=O)CCS(=O)(=O)c3ccccc3)c2C(N)=O)C1	2	-9	97	-7	-9	6	5	-1.2	0	-14
CCN(CC)C(=O)Cn1cc(S(=O)(=O)CC(=O)Nc2ccccc2C)c2ccccc21	-5	3	94	1	0	-2	3	-2.3	0	1
COc1ccc(CCNC(=O)c2sc(=S)n(C)c2N)cc1	1	1	92	1	1	1	7	-2.0	2	-5
CCC1(C)NC(=O)N(CC(=O)NCC(=O)Nc2c(C)cc(C)cc2C)C1=O (stereo not given)	-4	-18	101	3	2	4	-20	-3.1	-5	-9

Going on with the list.
Molecule	MC4R antag cAMP	NOD2 RIPK2 PPI	ABCB6 inh MLPCN	HTR2A ag	N-glyco inh	H9c2 protect	NCOA2 inhibitor	MC4R ag barr	ABHD5-PLIN5 inh	TLR9-MyD88 inh
COc1ccc(C(N)CCc2ccc(C)o2)cc1 (stereo not given)	5	-3	117	0	1	-2	-10	-0.6	3	-5
Cc1cc(NC(=O)c2ccc([N+](=O)[O-])o2)ccc1NC(=O)c1ccco1	-1	9	116	-2	-19	-23	6	-3.0	2	4
CC(C)c1ccc(/C=c2\sc3nc(-c4ccncc4)nn3c2=O)cc1	0	3	98	8	3	-19	7	0.1	2	-2
Cc1ccc(NC(=O)CN2CCC(NC(=O)Cc3ccccc3)CC2)cc1C	13	0	101	-6	-1	8	13	2.7	-7	-3
CSc1ncccc1C(=O)NNc1cc(Cl)ccc1Cl	3	-14	97	6	0	1	nt	-1.9	-4	6
CC(C)C(NS(=O)(=O)c1cccc2nsnc12)C(=O)NC1CCCCC1 (stereo not given)	7	-6	99	13	1	1	-2	-0.8	-2	0

Random excerpt: two entries already listed.
Molecule	MC4R antag cAMP	NOD2 RIPK2 PPI	ABCB6 inh MLPCN	HTR2A ag	N-glyco inh	H9c2 protect	NCOA2 inhibitor	MC4R ag barr	ABHD5-PLIN5 inh	TLR9-MyD88 inh
Cc1cc(NC(=O)c2ccc([N+](=O)[O-])o2)ccc1NC(=O)c1ccco1	-1	9	116	-2	-19	-23	6	-3.0	2	4
CC(C)C(NS(=O)(=O)c1cccc2nsnc12)C(=O)NC1CCCCC1 (stereo not given)	7	-6	99	13	1	1	-2	-0.8	-2	0
